Yfh1-depleted yeast = enhancers of respiration in Yfh1-depleted yeast, dose response, Friedreich's ataxia, plus single-dose screen (AID 1465) | hit rate 0.074% among 220,000 | fold induction at 50 µM; hits with a dose series show EC50 in µM | S. cerevisiae Yfh1-off respiration, WST-1 reduction, 72 h; higher fold induction means a stronger effect;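 active = fold induction of absorbance versus untreated yeast above a set limit, then at least 30% activation at any dose in follow-up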;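 note: activators that raise dye reduction in frataxin-depleted yeast; strong numbers were not always called active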
Dynein transport = inhibitors of GR-EGFP nuclear translocation, primary screen, dynein cargo transport inhibitor project, imaging, high-content, 3617.4 mouse cells; z-score, hits read low; hit rate 0.47% among 220,000; AID 1381, 2008; test concentration mostly 20 µM; stimulated with dexamethasone, 1 µM; active compounds read low;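 active = plate z-score of nuclear minus cytoplasmic receptor signal below a set negative limit, without overly bright fluorescence or cell loss, cut at about -3.5 in these data, passing the limit was not always enough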;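 note: z-score of nuclear minus cytoplasmic ring GR-EGFP intensity difference per well; some compounds called inactive have numbers as strong as hits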
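Buffer or medium – tet-free medium with charcoal-stripped serum · Signal – automated 10x imaging of fixed Hoechst-stained cells · Also added – dexamethasone agonist, 1.0 µM final, for 30 min · Incubation – induction 48 h, compound 1 h, agonist 30 min · Read-out – GR-EGFP nuclear translocation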
Ins promoter up = insulin promoter activators in MIN6 cells, imaging, high-content screening, mouse beta cells. MIN6 insulin promoter-GFP reporter; active compounds read high. z-score at 5 µM. hit rate 0.3% among 190,000;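 active = z-score above 3 at 5 µM with at least 500 cells counted in the well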
HIV fusion peptide = inhibitors of HIV fusion peptide binding, primary screen, biochemical, uHTS, fluorescence dequenching (AID 1986); cell-free peptide binding, fluorescence dequenching, 30 min; higher % means a stronger effect; hit rate 0.3% among 290,000; inhibition, % at 20 µM; hits with a dose series show IC50 in µM; in the data active = inhibition mostly above about 52%, no sharp cut-off; inactive = mostly below about 76%; note: some results filed as inactive read as strong as hits
AID2073 = inhibitors of Mint1-CaV2.2 protein interaction, biochemical, HTRF (AID 2073). HTRF protein-protein interaction, Mint1-CaV2.2; higher % means a stronger effect. inhibition, % at 20 µM, or IC50 in µM where a hit was titrated. hit rate 0.19% among 290,000; in the data active = inhibition mostly above about 51%, no sharp cut-off; note: some results filed as inactive read as strong as hits
WT yeast gro inh = growth inhibition of WT strain, primary screen, mitochondrial fusion inhibitor project, WT and mutant strains, chemical genetic. mitochondrial fusion phenotypic screen. inhibition, % at 10 µM. hit rate 2.1% among 190,000; in the data active = inhibition above about 58%; tested in S. cerevisiae
Autophagy HCS = autophagy modulators in MEF cells, primary screen, imaging, high-content, MEF GFP-LC3; MEF GFP-LC3 puncta imaging; test concentration mostly 10 µM; calls only at 10 µM (by protocol); hit rate 0.98% among 190,000; AID 463193, 2010;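 active = percentage of spot-positive cells more than 3 SD above its plate mean, without a fluorescence outlier flag or 80% toxicity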;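 note: spot-positive cell cutoff set from DMSO-treated cells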
MT stabilize HCS = microtubule stabilizers in HeLa cells, primary screen, imaging, high-content imaging; HeLa tubulin immunostaining HCS, 24 h; share of cells brighter than vehicle mean+2SD; % tubulin-high responders, % at 10 µM; hit rate 0.83% among 200,000;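 active = plate Z-score above 3 for both tubulin-high and condensed-nucleus cell shares, with cell loss under 80%, at 10 µM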;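 note: anti alpha tubulin signal scored within the nucleus-defined area of each cell; some results filed as inactive read as strong as hits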
b-catenin transl = modulators of beta-catenin nuclear translocation, primary screen, imaging, HeLa cells, immunofluorescence, high-content. hit rate 0.3% among 190,000. nuclear translocation activity, % at 5 µM. AID 1665, 2009;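 active = nuclear translocation activity above 50% at 5 µM, with a well cell count of 50 or more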;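 note: per-cell ratio of nuclear to cytoplasmic median beta-catenin stain intensity; plate controls were DMSO negative control for no effect and GSK-3 inhibitor IX positive control for full effect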
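Read-out: Nuclear/cytoplasmic beta-catenin signal ratio, % activation | Assay system: Human HeLa cell line | Times: 24 h compound exposure at 37°C, 5% CO2 | Signal: Fluorescence imaging of beta-catenin antibody stain plus DAPI | Dosing: 5 µM primary, 0.02–20 µM confirmation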
WT yeast gro inh mutant strain = further read-out of WT yeast gro inh, marked with its call; inhibition, %; mitochondrial fusion phenotypic screen, mutant strain inhibition
Dynein transport cytoplasmic EGFP = recorded beside Dynein transport, whose call it bears; z-score; measured here: cytoplasmic GR-EGFP intensity; active compounds read high
Dynein transport nuclear GR-EGFP = further read-out of Dynein transport, marked with its call; z-score; measured here: nuclear GR-EGFP intensity;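 lower value marks the stronger effect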
Dynein transport cell count = second read-out of Dynein transport, no call of its own (marks repeat the call); z-score; measured here: cell count per field
Ins promoter up cell count = second read-out of Ins promoter up, no call of its own (marks repeat the call); cell count; measured here: cytotoxicity, nuclei count;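 total cells summed across four imaged fields per well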
b-catenin transl cell count 5 µM = second read-out of b-catenin transl, no call of its own (marks repeat the call); cell count; measured here: cell count, cytotoxicity flag
MT stabilize HCS Hoechst-high % = recorded beside MT stabilize HCS, whose call it bears; % Hoechst-high responders; measured here: nuclear condensation Hoechst responders;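 share of cells brighter than vehicle mean plus two SD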
MT stabilize HCS cytotoxicity % = second read-out of MT stabilize HCS, no call of its own (marks repeat the call); toxicity, %; measured here: cytotoxicity by cell density;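 0% = mean cell density of plate MIN control wells and 100% = no cells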
Autophagy HCS cell loss 18 h = further read-out of Autophagy HCS, marked with its call; toxicity, %; measured here: cell loss, nuclei count;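 cell loss after 18 h compound exposure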
An asterisk follows results filed as active; i = inactive; . = no result given.

SMILES	Yfh1-depleted yeast	Dynein transport	Dynein transport cytoplasmic EGFP	Dynein transport nuclear GR-EGFP	Dynein transport cell count	Ins promoter up	Ins promoter up cell count	HIV fusion peptide	AID2073	WT yeast gro inh	WT yeast gro inh mutant strain	Autophagy HCS	Autophagy HCS cell loss 18 h	MT stabilize HCS	MT stabilize HCS Hoechst-high %	MT stabilize HCS cytotoxicity %	b-catenin transl	b-catenin transl cell count 5 µM
O=C(Cn1c(CN2CCCCC2)nc2ccccc2c1=O)NCc1ccco1	i	1.1	-0.18	0.73	-0.78	.	.	-3.1%	-4%	-3	-19	i	5	2.6	1.3	2.5	-0.7	810
Cc1cc(C)nc(N/N=C/c2ccc(Cl)cc2)n1	i	0.51	-0.22	0.27	0.17	0.38	972	-1.0%	2%	.	.	.	.	.	.	.	-0.5	1346
Cc1cccc(C2NC(=O)c3c(sc(C)c3C)N2)c1O (stereo not drawn)	i	2.1	-0.037	0.72	-2.4	0.53	1582	3.0%	-15%	-1	13	i	3	3.4	1.5	6.7	1.0	1357
O=C(O)CCCCCn1c(SCC(=O)c2ccc(O)c(O)c2)nc2ccsc2c1=O	i	-0.55	-0.18	0.31	0.34	0.53	1185	32%	-1%	-5	-2	i	7	3.5	1.3	11	-1.7	553
Cc1ccc(C2=NNC(=O)C(P(=O)(c3ccccc3)c3ccccc3)C2)cc1 (stereo not drawn)	i	-0.14	-0.27	-0.24	0.32	-0.83	1369	-1.6%	1%	-11	-12	i	-1	6.2	1.2	9.7	-2.5	1047
COc1ccc(Nc2nc(N)nc(CSC(=S)N3CCOCC3)n2)cc1	i	-0.00094	0.66	0.27	-0.19	0.45	1575	2.3%	15%	2	14	i	-15	4.4	1.6	6.4	-4.7	1129
CCN1CCN(C(=O)CN(c2cc(OC)ccc2OC)S(C)(=O)=O)CC1	i	0.97	-0.14	-0.41	-0.48	0.61	1123	-0.4%	-3%	-13	-11	i	7	2.0	1.8	5.7	.	.
c1ccc(-c2csc3nnc(SCc4ccc5c(c4)OCCO5)n23)cc1	i	-0.41	-0.27	0.07	0.4	-0.9	683	0.9%	8%	22	-8	i	-15	4.2	2.0	6.9	-1.6	1260
CCc1c(C)[nH]c2ccc(C)cc2c1=O	i	-0.034	-0.28	0.0028	0.22	0.1	1236	0.1%	3%	-7	15	i	-4	2.5	2.0	7.1	.	.
O=C(Nc1ccc(Br)cc1)N1CCCCCCC1	i	-0.49	-0.18	-0.12	0.27	0.33	1365	-1.4%	4%	-16	-7	i	-1	2.4	1.5	6.7	-3.5	1044
CS(=O)(=O)n1nc(OC(=O)c2cccc3ccccc23)cc1N	i	-1	0.13	-0.33	-0.48	0.8	1633	0.6%	-2%	.	.	i	20	3.1	1.2	5.1	40	461
O=c1c2ccccc2nc2ccc(NCc3ccco3)nn12	i	-0.55	-0.18	-0.48	0.8	0.12	1283	-1.1%	5%	1	-8	i	-3	1.7	1.2	5.0	3.2	1422
COc1ccc(NC(=O)CN(C)S(=O)(=O)c2ccc(Cl)cc2)c([N+](=O)[O-])c1	i	-0.41	0.82	-0.11	-0.17	0.76	1685	2.5%	5%	7	2	i	2	0.6	2.1	7.5	-1.4	1365
O=C(Nc1nncs1)C1(c2ccccc2)CCCC1	i	-0.13	-0.19	-0.26	-0.92	0.18	1270	0.7%	-7%	25	24	i	-1	3.3	1.7	7.3	-3.9	1268
CC(=O)NC(Cc1c[nH]c2ccccc12)C(=O)OCC(=O)Nc1ccc2c(c1)OCO2 (stereo not drawn)	i	-0.25	-0.14	-0.07	-0.1	.	.	-4.2%	-5%	-36	-1	i	-3	4.6	1.8	5.0	-3.1	1002
CCOc1ccc(C(=O)OCC(=O)c2c(N)n(C)c(=O)n(C)c2=O)cc1OCC	i	0.56	-0.015	0.28	-0.8	.	.	1.1%	5%	10	21	i	-7	1.2	1.1	5.2	-5.6	1156
CCOc1cccc2sc(N(CCN(C)C)C(=O)c3ccc(Br)s3)nc12	i	0.18	-0.3	0.24	-0.042	-0.82	1378	2.6%	-6%	1	7	i	-15	2.2	2.1	8.0	-0.8	1078
O=C(CC1COc2ccccc2O1)NC1CCCCC1 (stereo not drawn)	i	0.042	-0.29	-0.06	0.71	-0.87	1338	-0.2%	17%	14	15	i	-4	3.2	1.8	7.9	0.1	1095
CCOC(=O)C1CCN(Cc2cc(=O)n3c(-c4ccccc4)csc3n2)CC1	i	1.5	-0.14	0.95	-1.4	-0.01	1218	-0.4%	40%	-8	0	i	-1	2.3	2.9	8.8	-0.6	1170
COc1ccc(CCNC(=O)C(=O)NCC2OCCN2S(=O)(=O)c2ccc(Br)cc2)cc1OC (stereo not drawn)	i	-0.42	-0.32	-0.58	0.57	-0.5	1077	0.5%	8%	-18	-1	i	-5	5.4	1.8	6.2	0.0	1003
COC(=O)Cc1cc(=O)[nH]c(Nc2nc3ccccc3o2)n1	i	0.51	-0.27	0.55	0.67	0.42	1766	7.2%	-1%	4	7	i	-2	2.0	1.0	9.1	0.3	1053
O=C(O)COc1ccccc1C(Nc1cccnc1)c1cc(Cl)c2cccnc2c1O (stereo not drawn)	i	-0.23	-0.35	0.042	0.85	0.16	1043	78%*	37%	-4	17	i	4	3.3	2.3	11	-0.7	1075
Cc1cc(NC(=O)CN2CCC(O)(c3cccc(F)c3)CC2)no1	i	0.13	-0.23	0.3	0.39	-0.29	1442	1.9%	-1%	-1	19	i	-2	1.5	2.1	4.6	1.8	985
Nc1nc(SCC(=O)Nc2cccnc2Cl)n[nH]1	i	-0.69	-0.34	-0.054	0.41	0.36	1224	-2.1%	-7%	-8	4	i	-1	3.4	4.1	9.1	-1.6	1140
CC(C)c1nc2ccc(NC(=O)C3CCCCC3)cc2[nH]1	i	1.6	-0.23	0.8	-0.027	0.01	1061	1.0%	0%	-4	-4	i	-11	2.6	2.0	7.4	-6.6	1101
COc1ccc(C(=O)N(CN2CCCC2=O)c2nccs2)cc1OC	i	-0.46	0.25	-0.086	0.86	-0.38	1463	0.4%	12%	15	17	i	5	5.8	2.0	3.1	1.8	1488
CC(=O)c1ccc(OCCCC(=O)Nc2ccc(C)c(S(=O)(=O)N(C)C)c2)cc1	i	-0.9	-0.15	-0.18	0.98	-1.3	1218	0.3%	13%	-3	7	i	-11	1.3	2.2	4.4	3.5	994
N=C1/C(=C/c2ccc(OC(=O)c3ccco3)cc2)C(=O)N=C2SC=CN12	i	-0.26	-0.29	0.62	0.21	-0.04	1518	5.7%	18%	9	-3	i	12	2.6	1.4	0.5	-2.8	1143
CC1Cc2ccccc2N1C(=O)CSc1nnc(-c2ccc(S(=O)(=O)N3CCOCC3)cc2)n1C (stereo not drawn)	i	0.22	-0.24	0.24	0.16	0.19	1351	1.7%	10%	-12	9	i	-11	1.7	1.6	9.6	-2.3	1095
COc1ccc(F)cc1S(=O)(=O)Nc1cccc(C(=O)O)c1	i	0.31	-0.3	0.17	-0.87	-0.15	1296	-0.6%	1%	5	-15	i	13	2.8	2.7	3.9	.	.
COCCCNC(=O)/C(C#N)=c1\s/c(=C\c2ccccc2OC(F)F)c(=O)n1CCCOC	i	0.34	-0.17	0.29	0.81	1.5	1288	3.2%	1%	-7	4	i	13	2.3	2.8	4.3	-2.1	930
O=C(Nc1nc2ccccc2n1CCN1CCCCC1)c1ccco1	i	-0.63	-0.2	-0.31	1	0.2	981	-1.8%	4%	-11	-24	i	-8	2.2	1.0	3.3	-5.4	965
CCN(CC)c1ccc(/C=C2\CCC(/C=C(\C#N)C(=O)Nc3ccccc3F)=C2N2CCOCC2)cc1	i	-0.65	0.54	-0.47	0.49	0.38	1456	30%	21%	35	32	i	-1	57	3.8	6.5	1.6	1065
CC1CN(c2ncnc3c2c(-c2ccccc2)cn3-c2ccc(F)cc2)CC(C)O1 (stereo not drawn)	i	0.89	-0.32	0.33	-0.98	-1.8	1246	-2.0%	-6%	75*	-16*	i	8	2.9	1.2	7.5	0.0	1073
COc1cc(-c2nc3ccccc3c(=O)n2N)cc(OC)c1OC	i	-0.49	-0.26	-0.52	0.38	-0.69	1357	-1.4%	24%	-13	-17	i	1	4.7	1.4	5.9	6.5	1085
CSc1ncccc1C(=O)Nc1ccc(S(=O)(=O)NC2=NCCCCC2)cc1	i	0.34	-0.32	0.65	-0.7	0.43	1229	-0.1%	6%	4	1	i	-6	2.8	3.6	5.9	1.1	1040

In a second layout: results already given
SMILES,Yfh1-depleted yeast,Dynein transport,Dynein transport cytoplasmic EGFP,Dynein transport nuclear GR-EGFP,Dynein transport cell count,Ins promoter up,Ins promoter up cell count,HIV fusion peptide,AID2073,WT yeast gro inh,WT yeast gro inh mutant strain,Autophagy HCS,Autophagy HCS cell loss 18 h,MT stabilize HCS,MT stabilize HCS Hoechst-high %,MT stabilize HCS cytotoxicity %,b-catenin transl,b-catenin transl cell count 5 µM
Cc1cc(C)nc(N/N=C/c2ccc(Cl)cc2)n1,i,0.51,-0.22,0.27,0.17,0.38,972,-1.0%,2%,.,.,.,.,.,.,.,-0.5,1346
Cc1cccc(C2NC(=O)c3c(sc(C)c3C)N2)c1O (stereo not drawn),i,2.1,-0.037,0.72,-2.4,0.53,1582,3.0%,-15%,-1,13,i,3,3.4,1.5,6.7,1.0,1357
O=C(O)CCCCCn1c(SCC(=O)c2ccc(O)c(O)c2)nc2ccsc2c1=O,i,-0.55,-0.18,0.31,0.34,0.53,1185,32%,-1%,-5,-2,i,7,3.5,1.3,11,-1.7,553
